Source: PubChem
West Nile antiviral: West Nile virus antiviral activity, cell-based, CPE readout (AID 1621). CPE inhibition, % at 10 µM, or IC50 in µM where a hit was titrated. West Nile virus-infected cells, CPE inhibition; higher % means a stronger effect. 290,000 compounds, 0.02% hits; in the data active = a potency from the dose series; also: strong numbers were not always called active
Insulin prom up: insulin promoter activators in MIN6 cells, imaging, high-content screening, mouse beta cells; MIN6 insulin promoter-GFP reporter; stronger effect = higher value; z-score at 5 µM; 190,000 compounds, 0.3% hits; AID 1625, 2009;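 active = z-score above 3 at 5 µM with at least 500 cells counted in the well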
MT stabilizer: microtubule stabilizers in HeLa cells, primary screen, imaging, high-content imaging; 200,000 compounds, 0.83% hits; HeLa tubulin immunostaining HCS, 24 h; share of cells brighter than vehicle mean+2SD; % tubulin-high responders, % at 10 µM;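 active = plate Z-score above 3 for both tubulin-high and condensed-nucleus cell shares, with cell loss under 80%, at 10 µM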;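 also: anti alpha tubulin signal scored within the nucleus-defined area of each cell; some results filed as inactive read as strong as hits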
T cell HTS: modulators of CD8 T cell-vesicle binding, primary screen, mouse 2C CD8+ T cells, flow cytometry; 2C CD8+ T cell-vesicle binding; stronger effect = lower value; calls only at 7 µM; 330,000 compounds, 0.068% hits; AID 2052, 2009;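 active = response, share of CD8 T cells binding vesicles, and their 90th percentile fluorescence all below set limits, cut at about 80% in these data, passing the limit was not always enough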
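Material: murine 2C transgenic CD8+ T lymphocytes / Also added: QL9-peptide-loaded Drosophila micro-vesicles bearing Ld, ICAM-1 and B7-1 / Schedule: binding step 1.5 h, 37 °C, antibody labelling 20 min, ice / Signal: flow cytometry, PE anti-B7-1 (FL2) versus Alexa647 anti-CD8 (FL8), PFA-fixed / Evaluation: percent CD8+ FL2 mean versus row control / Benchmarks: naked versus QL9-loaded vesicles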
Myeloid diff 2: induction of myeloid progenitor differentiation, primary screen, cell-based, flow cytometry, MLPCN library; 360,000 compounds, 1% hits; calls only at 10 µM; AID 624256, 2012; ER-HoxA9 myeloid progenitors, lysozyme-GFP differentiation;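 active = normalized GFP-positive differentiation at or above the plate's own cutoff, the solvent-only control mean plus 3 SD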;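 also: cells exposed to compound for four days before flow analysis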
WT yeast gro inh: growth inhibition of WT strain, primary screen, mitochondrial fusion inhibitor project, WT and mutant strains, chemical genetic; inhibition, % at 10 µM; mitochondrial fusion phenotypic screen; 190,000 compounds, 2.1% hits; in the data active = inhibition above about 58%; tested in S. cerevisiae
Hep lipid drop: inhibitors of hepatocyte lipid droplet formation, primary screen, imaging, high-throughput imaging, BODIPY stain. 240,000 compounds, 0.4% hits. AML12 mouse hepatocytes, oleate lipid droplets. AID 1656, 2009. inhibition, % at 6.5 µM;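 active = lipid droplet intensity inhibited by at least 50%, with more than 500 cells counted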
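Test system: AML12 hepatocytes (mouse); reagent: oleate loading, 100 µM; dosing: one dose, 6.5 µM compound; incubation: overnight exposure; signal: fluorescence imaging, 20x objective, two fields per well; read-out basis: % inhibition of corrected integrated BODIPY droplet signal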
Autophagy HCS: autophagy modulators in MEF cells, primary screen, imaging, high-content, MEF GFP-LC3. MEF GFP-LC3 puncta imaging; test concentration mostly 10 µM. calls only at 10 µM (by protocol). 190,000 compounds, 0.98% hits;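 active = percentage of spot-positive cells more than 3 SD above its plate mean, without a fluorescence outlier flag or 80% toxicity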;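 also: spot-positive cell cutoff set from DMSO-treated cells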
bCat nuc transl: modulators of beta-catenin nuclear translocation, primary screen, imaging, HeLa cells, immunofluorescence, high-content; 190,000 compounds, 0.3% hits; AID 1665, 2009; nuclear translocation activity, % at 5 µM;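 active = nuclear translocation activity above 50% at 5 µM, with a well cell count of 50 or more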;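 also: per-cell ratio of nuclear to cytoplasmic median beta-catenin stain intensity; plate controls were DMSO negative control for no effect and GSK-3 inhibitor IX positive control for full effect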
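Read-out: Nuclear/cytoplasmic beta-catenin signal ratio, % activation | Assay system: Human HeLa cell line | Times: 24 h compound exposure at 37°C, 5% CO2 | Signal: Fluorescence imaging of beta-catenin antibody stain plus DAPI | Dosing: 5 µM primary, 0.02–20 µM confirmation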
WT yeast gro inh mutant strain: second read-out of WT yeast gro inh, no call of its own (marks repeat the call); inhibition, %; mitochondrial fusion phenotypic screen, mutant strain inhibition
Insulin prom up cell count: recorded beside Insulin prom up, whose call it bears; cell count; measured here: cytotoxicity, nuclei count;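 total cells summed across four imaged fields per well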
Hep lipid drop cells 6.5 µM: recorded beside Hep lipid drop, whose call it bears; cell count; measured here: cell count, cytotoxicity flag;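 cells counted across two imaged fields per well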
bCat nuc transl cell count 5 µM: second read-out of bCat nuc transl, no call of its own (marks repeat the call); cell count; measured here: cell count, cytotoxicity flag
T cell HTS vesicle-bound %: recorded beside T cell HTS, whose call it bears; double positive events, %; measured here: CD8+ vesicle-bound cell fraction;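 binding gate set so that unloaded-vesicle control wells show 10% double positive cells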
MT stabilizer Hoechst-high %: recorded beside MT stabilizer, whose call it bears; % Hoechst-high responders; measured here: nuclear condensation Hoechst responders;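 share of cells brighter than vehicle mean plus two SD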
MT stabilizer cytotoxicity %: recorded beside MT stabilizer, whose call it bears; toxicity, %; measured here: cytotoxicity by cell density;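 0% = mean cell density of plate MIN control wells and 100% = no cells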
Autophagy HCS cell loss 18 h: recorded beside Autophagy HCS, whose call it bears; toxicity, %; measured here: cell loss, nuclei count;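 cell loss after 18 h compound exposure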
Myeloid diff 2 GFP+ MAC1+ %: further read-out of Myeloid diff 2, marked with its call; GFP+ MAC1+ double positive, %; measured here: differentiation confirmed by MAC1 staining
The depositor's hits bear a star; i = inactive; nt = not tested or not shown.

SMILES	West Nile antiviral	Insulin prom up	Insulin prom up cell count	MT stabilizer	MT stabilizer Hoechst-high %	MT stabilizer cytotoxicity %	T cell HTS	T cell HTS vesicle-bound %	Myeloid diff 2	Myeloid diff 2 GFP+ MAC1+ %	WT yeast gro inh	WT yeast gro inh mutant strain	Hep lipid drop	Hep lipid drop cells 6.5 µM	Autophagy HCS	Autophagy HCS cell loss 18 h	bCat nuc transl	bCat nuc transl cell count 5 µM
Cc1cc(C)c(C(=O)N2CCCC(Nc3ccc(F)cc3)C2)o1 (stereo unspecified)	-0.8%	nt	nt	nt	nt	nt	i	13.8	i	1.0	nt	nt	-12.9	783	nt	nt	nt	nt
Cn1c(=O)c2c(SCC(=O)N3CCOCC3)nc(C3CC3)nc2n(C)c1=O	-0.1%	0.24	2019	4.1	3.6	7.1	i	28.7	i	2.2	-4.5	-12.5	-2.9	621	i	6.6	-1.8	1124
CCOC(=O)C1C(C)=C(Nc2ccc(OC)cc2)C(=O)N1c1ccc(OC)cc1 (stereo unspecified)	-0.4%	0.71	1232	2.2	3.7	4.2	i	54.3	i	0.9	0.5	9.3	-2.2	645	i	3.8	-6.0	575
COc1ccc(Cl)cc1C(=O)NCc1cnn(C)c1C	0.4%	nt	nt	2.0	1.4	3.5	i	6.5	i	1.0	-21.1	7.6	-0.5	761	i	-1.1	-3.3	530
CNc1nnc(-c2ccc(OC)cc2)s1	1.1%	-0.05	1499	2.1	2.4	6.8	i	37.0	i	1.2	9.6	11.5	-17.5	702	i	8.7	0.6	1574
COc1ccc(S(=O)(=O)NC2CCCC2)cc1Br	-0.6%	-0.32	1250	2.9	3.0	9.1	i	44.1	i	0.9	-3.9	-6.9	10.4	717	i	-4.9	nt	nt
CC1=CC(C)(C)N2C(=O)C3(C(C#N)=C(N)Oc4cc(C)oc(=O)c43)c3cc(C)cc1c32 (stereo unspecified)	-0.6%	nt	nt	8.0	3.1	5.7	i	28.2	i	1.8	nt	nt	nt	nt	i	-23.3	nt	nt
NC(=O)NOCc1c(F)cccc1Cl	0.4%	0.36	1321	4.6	3.0	5.0	i	64.3	i	0.1	19.0	4.1	9.3	757	i	-27.6	-2.3	1185
O=C(CSc1oc(-c2ccco2)nc1S(=O)(=O)c1ccc(Cl)cc1)NCC1CCCO1 (stereo unspecified)	0.2%	-0.14	955	2.6	0.9	7.4	i	53.3	i	1.3	0.6	-11.1	-10.7	768	i	-6.6	nt	nt
O=C(/C=C/c1ccco1)NCCc1ccc(F)cc1	-0.7%	nt	nt	nt	nt	nt	i	34.9	i	0.4	nt	nt	-1.9	863	nt	nt	nt	nt
O=C(Cn1nc(-c2ccccc2Cl)ccc1=O)Nc1ccc(Br)cc1	0.2%	-1.37	1450	1.8	1.8	9.3	i	27.6	i	0.6	48.4	31.0	-17.5	678	i	5.3	-0.4	1018
O=C(c1ccccc1)c1ccc(-n2ccnc2)c([N+](=O)[O-])c1	-1.2%	nt	nt	nt	nt	nt	i	19.8	i	1.5	nt	nt	-1.6	720	nt	nt	nt	nt
CCOC(CCNC(=O)c1cn(-c2cccc(C)n2)cn1)OCC	0.9%	0.86	1284	2.2	2.5	6.5	i	44.3	i	0.5	19.4	3.1	nt	nt	i	2.5	-2.5	1419
COc1ccccc1CNC(=O)C1CCCN(S(=O)(=O)c2cccc3cccnc23)C1 (stereo unspecified)	-0.5%	0.81	2133	7.6	2.6	10.2	i	28.9	i	1.5	-1.4	-1.4	-7.9	674	nt	nt	-1.1	1188
COc1ccc2c(c1)C(c1ccccc1)=NNC(c1ccco1)=N2	0.7%	-0.2	1119	1.8	2.9	9.7	i	20.0	i	2.6	-5.1	12.8	nt	nt	i	-25.8	4.0	1418
C=CCSc1cc(C)nc2c(-c3ccccc3)c(C)nn12	0.2%	0.05	1022	nt	nt	nt	i	59.8	i	0.4	nt	nt	-3.6	659	nt	nt	1.0	1243
COc1ccc(C)cc1C1=Nc2ccccc2C1(C)C	-1.1%	0.32	1173	1.3	3.2	6.8	i	28.1	i	1.3	-0.5	6.0	-4.0	737	i	5.5	-3.1	558
Cc1ccc2c(c1)nnn2C1CCN(C(=O)C23CC4CC(CC(C4)C2)C3)CC1	-0.6%	nt	nt	4.3	1.8	4.5	i	16.9	i	0.3	-2.5	-3.7	-5.7	687	i	-4.1	1.6	492
CCOC(=O)N1C(=O)[C@@](CC)(c2ccccc2)N1C(=O)OCC	-0.2%	nt	nt	nt	nt	nt	i	5.1	i	0.6	nt	nt	-5.7	760	nt	nt	nt	nt
O=C(CCSc1ccccc1)NCCSc1ccccn1	0.1%	-0.08	1046	5.6	2.9	5.0	i	39.2	i	0.2	7.7	3.3	nt	nt	i	-1.2	-3.8	968
NC(=O)NC(=O)COC(=O)CCSc1ccccc1	0.2%	-0.23	1314	4.0	2.7	8.3	i	46.5	i	0.2	-46.3	-12.8	0.3	670	i	7.3	0.0	1079
O=C(C1=C(O)C(=O)N(CCc2ccccc2)C1c1cccnc1)c1ccco1 (stereo unspecified)	-0.1%	1.71	1193	5.8	3.0	14.6	i	55.9	i	0.6	-6.6	-5.2	nt	nt	i	28.9	-1.5	879
CCCn1c(=O)c2sccc2n2c(CCCC(=O)NC3CCN(Cc4ccccc4)CC3)nnc12	0.0%	nt	nt	nt	nt	nt	i	3.0	i	1.3	nt	nt	5.2	715	nt	nt	nt	nt
Cc1ccc(C(C)C)c(OCc2ccc(-c3nnco3)cc2)c1	-0.1%	0.26	1100	3.5	2.6	10.3	i	0.8	i	0.2	17.5	7.1	-4.1	775	i	14.4	-3.3	1068
O=c1[nH]c(Nc2ccc3c(c2)OCCO3)nnc1Cc1ccccc1	-0.5%	0.67	1387	2.9	1.2	8.6	i	33.3	i	0.3	-18.7	-25.4	3.5	694	i	-2.8	1.1	1145
O=C(/C(Br)=C/Nc1cc(Cl)ccc1Cl)C(F)(F)F	0.0%	nt	nt	4.6	2.7	5.8	i	36.7	i	0.4	-11.5	-4.3	3.2	669	i	-1.3	-0.3	950
O=C(NCc1ccco1)NC1CCCCC1	0.0%	nt	nt	2.8	2.1	5.2	i	47.0	i	0.9	-9.7	-5.6	1.6	743	i	-5.1	1.3	566
O=C(COc1ccccc1)N1CCN(C(=O)c2cccs2)CC1	0.3%	0.28	1284	3.3	1.8	7.5	i	48.7	i	1.3	-20.0	3.0	nt	nt	i	17.8	-1.6	1024
CCc1ccc(-c2nc(CS(=O)CC(=O)NCCN3CCCCCC3)c(C)o2)cc1 (stereo unspecified)	1.6%	nt	nt	nt	nt	nt	i	11.9	i	1.6	nt	nt	-14.7	618	nt	nt	nt	nt
O=C(Cc1ccc(F)cc1)N/N=C/c1ccc(-c2ccc(Cl)c(C(=O)O)c2)o1	-0.3%	0.22	1625	2.3	2.6	7.5	i	35.2	i	0.5	-16.5	-6.5	3.1	601	i	-12.8	-2.3	1125
COc1ccc2nc(CNC(=O)C3CCC(=O)N(CCc4ccccc4)C3)[nH]c2c1 (stereo unspecified)	0.1%	nt	nt	nt	nt	nt	i	65.4	i	1.2	nt	nt	0.7	788	nt	nt	nt	nt
N=c1oc2cc(O)ccc2cc1C(=O)Nc1ccc(Cl)cc1	-0.8%	nt	nt	nt	nt	nt	i	18.3	i	3.5	nt	nt	0.8	807	nt	nt	nt	nt
CCOC(=O)c1ccc(-c2ccc(/C=N/NC(=O)c3cncc(Br)c3)o2)cc1	-0.1%	0.81	1161	nt	nt	nt	i	16.7	i	0.3	nt	nt	-19.1	700	nt	nt	-0.2	1312
O=C(CN1C(=O)c2cccc3cccc1c23)NCc1cccnc1	0.1%	-0.62	906	3.0	1.5	6.7	i	57.5	i	0.6	-4.9	1.7	-16.5	658	i	-16.0	nt	nt
COc1ccc(NC(=S)N2CCC(Cc3ccccc3)CC2)cc1OC	-0.8%	nt	nt	nt	nt	nt	i	8.2	i	0.7	nt	nt	-1.4	825	nt	nt	nt	nt
CC(=O)c1cccc(NC(=S)N2CCC(Cc3ccccc3)CC2)c1	-0.5%	-0.33	1448	2.7	1.9	9.5	i	15.9	i	1.0	35.1	15.8	-10.3	666	i	27.6	4.1	925
CS(=O)(=O)N1CCN(C(=O)Cc2cccs2)CC1	0.2%	0.24	2047	3.4	1.9	8.9	i	50.1	i	1.0	5.8	15.9	-3.4	662	i	-0.5	-1.6	1009
C=CCNc1nnc(Cl)c2ccccc12	1.2%	-0.42	1930	3.1	1.3	4.7	i	12.7	i	5.4	13.8	24.0	-4.8	661	i	8.5	-0.2	979

Quoted at random: 2 entries already listed
SMILES	West Nile antiviral	Insulin prom up	Insulin prom up cell count	MT stabilizer	MT stabilizer Hoechst-high %	MT stabilizer cytotoxicity %	T cell HTS	T cell HTS vesicle-bound %	Myeloid diff 2	Myeloid diff 2 GFP+ MAC1+ %	WT yeast gro inh	WT yeast gro inh mutant strain	Hep lipid drop	Hep lipid drop cells 6.5 µM	Autophagy HCS	Autophagy HCS cell loss 18 h	bCat nuc transl	bCat nuc transl cell count 5 µM
CS(=O)(=O)N1CCN(C(=O)Cc2cccs2)CC1	0.2%	0.24	2047	3.4	1.9	8.9	i	50.1	i	1.0	5.8	15.9	-3.4	662	i	-0.5	-1.6	1009
CCOC(=O)c1ccc(-c2ccc(/C=N/NC(=O)c3cncc(Br)c3)o2)cc1	-0.1%	0.81	1161	nt	nt	nt	i	16.7	i	0.3	nt	nt	-19.1	700	nt	nt	-0.2	1312
